RGS8-Gao = regulators of human RGS8-Galphao interaction; P09471; multiplexed bead flow cytometry, RGS8-Galphao binding; actives lie on both sides; response (percent of control binding), % at 10 µM; 0.34% of 220,000 active; AID 1423; in the data active means response below about 60% or above about 140%; inactive means in between;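 further: Galphao activated as the GDP aluminium fluoride complex binding bead-coupled RGS8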
Target sequence (P09471 whole entry, looked up): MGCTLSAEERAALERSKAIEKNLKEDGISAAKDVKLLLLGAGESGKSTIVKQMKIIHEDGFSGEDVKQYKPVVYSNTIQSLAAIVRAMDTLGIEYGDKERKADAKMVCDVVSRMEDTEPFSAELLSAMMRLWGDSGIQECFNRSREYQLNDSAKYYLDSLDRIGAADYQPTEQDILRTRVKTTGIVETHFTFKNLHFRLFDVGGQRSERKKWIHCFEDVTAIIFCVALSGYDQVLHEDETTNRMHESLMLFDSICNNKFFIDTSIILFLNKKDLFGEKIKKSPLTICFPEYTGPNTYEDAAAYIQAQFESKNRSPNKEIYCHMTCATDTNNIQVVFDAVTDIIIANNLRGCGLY
RGS4-Gao reg = modulates binding of RGS4 to human Galphao; P09471; binding response (% of control), % at 10 µM; 0.33% of 220,000 active; Multiplexed bead flow cytometry; actives lie on both sides; in the data active means binding response below about 49% or above about 150%; inactive means in between;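 further: fluorescent Galphao activated with aluminum fluoride binding bead-coupled RGS4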
RGS7-Gao = human RGS7-Galphao interaction regulation; Multiplexed bead flow cytometry, RGS7-Galphao binding; actives lie on both sides; binding response (% of control), % at 10 µM; 0.35% of 220,000 active; AID 1439; in the data active means binding response below about 49% or above about 150%; inconclusive means no clear call, values can overlap the other calls; inactive means in between;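 further: fluorescent Galphao held in activated GDP-AlF4 state binding bead-coupled RGS7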
Active calls of the source: *; ? = inconclusive; nt = not tested or not shown; [ ] = remark or other dose. Not all compounds are listed; the hit share may differ from the screen's.

Results follow in this order: RGS8-Gao	RGS4-Gao reg	RGS7-Gao
CC(C)Oc1ccc(C(CC(=O)O)c2ccc(F)cc2)cc1 (stereo unspecified)
    101.3	100.6	?
CCC(C)[C@H](NC(=O)N1CCCCCC1)C(=O)OC (stereo partly specified)
    97.1	91.5	?
CCC(=O)Nc1cccc(C2=NOC3(C2)C[C@@H](C(N)=O)N(C(=O)C2(C)CC2)C3)c1 (stereo partly specified)
    102.5	98.4	?
O=C(/C=C/c1ccccc1)Nc1ccc(NC(=O)c2cccs2)cc1
    89.8	83.4	?
CC(C)(C)CN1C(N)=NC[C@H]1Cc1ccc(O)cc1
    100.4	102.4	?
N#CCc1cc2ccc3cccc4ccc(c1)c2c34
    102.8	103.3	?
O=C(O)CSCC(=O)NC1CCCc2ccccc21 (stereo unspecified)
    100.5	101.4	?
CCOC(=O)C(=CNc1ccccc1Cl)C(=O)OCC
    101.9	106.1	?
O=c1onc(-c2ccc(Cl)cc2Cl)n1-c1cccnc1
    102.2	98.7	?
Fc1ccc(-c2[nH]ncc2CN2CCN(c3ccc(F)cc3)CC2)cc1
    95.8	92.4	?
O=C1c2ccccc2C(=O)c2c([N+](=O)[O-])ccc(O)c21
    92.9	91.4	?
COc1cc(OC)c2ccc(=O)oc2c1C(CCN1CCN(c2ccccc2)CC1)c1ccc(N(C)C)cc1 (stereo unspecified)
    98.6	97.2	?
CC(C)c1ncc(S(=O)(=O)c2ccc(C(F)(F)F)cn2)c(N)n1
    99.3	95.3	?
Cc1cc(C)nc(Oc2ccc(Br)cc2)n1
    102.2	110.6	?
Nc1cc(Cl)nnc1Cl
    94.9	90.9	?
O=c1nc(Nc2ccccc2)oc2ccccc12
    98.5	97.6	?
S=c1nc[nH]c2c1ncn2C1CCCO1 (stereo unspecified)
    98.7	100.2	?
N#Cc1ccc(CSc2nnc(NC(=O)c3ccc(=O)[nH]c3)s2)cc1
    103.5	103.9	nt
COc1cccc(NC(=O)Nc2nnc(CC(=O)NCc3ccccc3)s2)c1
    98.6	100.5	?
O=C(/C=C/c1ccco1)Nc1ccc(Cl)c(S(=O)(=O)N2CCOCC2)c1
    90.0	80.6	?
CCCc1nc2c([nH]1)c(=O)n(C)c(=O)n2C
    101.9	100.5	nt
CCOc1cc(Br)c(CC(=O)O)cc1OCC
    99.2	98.8	?
COc1ccc(-c2cc([C@H]3[C@H]4C=CC[C@@H](C)[C@@H]4C(=O)N3Cc3ccccc3)ccc2F)cc1OC
    97.5	83.8	?
COc1ccc(N2C(=O)[C@@H]3[C@H](C2=O)[C@H]2C=CC=NN2[C@@H]3C(=O)Nc2ccc(Cl)cc2)cc1
    100.8	102.7	?
Oc1ccc(/C=N/Nc2ccnc3cc(Cl)ccc23)cc1O
    90.2	87.1	?
CCOC(=O)C(=NC1CCS(=O)(=O)C1)NNc1cc(Cl)ccc1Cl (stereo unspecified)
    100.7	100.7	?
Cc1cc(C[n+]2ncsc2N)c2ncccc2c1
    97.8	100.7	?
NC(=O)Oc1cccc(OC(N)=O)c1
    99.4	98.3	?
O=C1COc2ccc(C(=O)COC(=O)CCSc3ccccc3)cc2N1
    100.8	107.4	?
CCCCOc1nc(N2CCOCC2)nc(C)c1[N+](=O)[O-]
    103.6	101.3	?

Profiles as entered above. Order of screens: RGS8-Gao	RGS4-Gao reg	RGS7-Gao
Shown for CCOC(=O)C(=CNc1ccccc1Cl)C(=O)OCC → 101.9	106.1	?
Shown for Cc1cc(C)nc(Oc2ccc(Br)cc2)n1 → 102.2	110.6	?

More structures.
Results follow in this order: RGS8-Gao	RGS4-Gao reg	RGS7-Gao
O=C(O)C1CCN(C(=O)c2csc(-c3ccc4c(c3)CCO4)n2)CC1
    100.5	98.4	?
CN1C(=O)C(CC(=O)Nc2ccc(F)cc2)N(NC(=O)c2cccc(F)c2)C1=S (stereo unspecified)
    101.5	99.5	?
COc1ccc(/C=N/NC(=O)c2ccccc2O)cc1Cn1cc([N+](=O)[O-])cn1
    100.0	98.0	?
COCCSc1ncnc2c1oc1nc3c(cc12)COC(C)(C)C3
    99.1	100.7	?
O=C(NCc1nc2ccccc2[nH]1)C1=C[C@H](c2csc3ccccc23)C[C@H](OCc2ccc(CO)cc2)O1
    102.8	106.6	?
CC(C)(CC(=O)O)CC(=O)NCc1c(Cl)cccc1Sc1ccc(Cl)cc1
    104.0	101.9	?
O=C(Nc1cccc(C(F)(F)F)c1)Oc1ccc(Cl)c2cccnc12
    54.6*	26.2*	?
CCC(C)[C@H](NC(=O)NCc1ccc(Cl)cc1)C(=O)O (stereo partly specified)
    102.1	95.1	?
NC(=O)[C@H]1CC2(CC(c3cccc(NC(=O)[C@H]4CCC(=O)N4)c3)=NO2)CN1C(=O)c1cc([N+](=O)[O-])cc([N+](=O)[O-])c1 (stereo partly specified)
    101.6	96.7	?
Cc1cc(C(=O)N/N=C/C(Cl)=C/c2ccccc2)c(C)o1
    100.1	102.2	?
CCOC(=O)C1C(c2ccc([N+](=O)[O-])cc2)C2C(=O)NN=C2CC1(C)O (stereo unspecified)
    99.7	98.2	?
COC(=O)c1c(C)[nH]c(C(=O)/C=C/c2ccccc2F)c1C
    101.5	97.8	nt
COC(=O)/C(=N/Nc1ccccc1OC)N1CCCc2ccccc21
    100.5	99.9	?
Cc1nc(C2CCC3C4CCC5=CC(=O)CC[C@]5(C)C4CC[C@]23C)cs1 (stereo partly specified)
    97.8	100.0	?
O=S(=O)(Nc1ccc(N2CCCCC2)cc1)c1ccc(F)cc1
    98.2	102.0	?
O=S(=O)(CC(O)COc1ccc(Br)cc1)c1ccccc1 (stereo unspecified)
    100.6	98.9	?
COc1cc(C(=O)O/N=C(\N)c2ccccn2)cc(OC)c1OC
    100.0	100.2	?
CC(C)(C)C(=O)O/N=C(\N)Cc1ccc(-c2csnn2)cc1
    98.7	95.8	?
COc1ccc(Cl)cc1NC(=O)CCN1CCOCC1
    102.1	102.7	?
COC(=O)Cc1nc(Nc2ccccc2)sc1C
    96.5	93.1	?
COc1ccc(C(=O)NNC(=O)C2CCCO2)cc1 (stereo unspecified)
    101.2	100.3	?
O=C(Nc1ccccc1Cl)N1CCCN(c2nc(-c3ccccc3)ns2)CC1
    99.6	93.4	?
CCOC(=O)N/N=C1\CCS(=O)(=O)c2ccc(Cl)cc21
    99.3	94.7	?
CN1CCN(C2=NC(=O)/C(=C/c3ccccc3OS(=O)(=O)c3ccccc3)S2)CC1
    97.3	90.0	?
Cc1cc(=O)n2[nH]nnc2n1
    99.4	98.2	?
Oc1ccc(Nc2ccnc3cc(Cl)ccc23)cc1
    103.1	104.2	?
COC(=O)C1=C(C(=O)OC)[C@@H]2N(Cc3ccccc3)c3ccccc3[C@@]23C[C@@H](C(=O)OC)N=C3N1
    102.6	105.5	?
C=CCOc1c(CCC)cc(CCC)cc1C(N)=O
    98.7	98.3	?
Cc1nc2c(C)cccn2c1/C(O)=C1\C(=O)C(=O)N(CCN(C)C)C1c1ccccc1 (stereo unspecified)
    100.8	107.1	?
COC(=O)c1c(C)oc(C)c1S(=O)(=O)N1CCCCC1
    98.4	95.7	?

Results follow in this order: RGS8-Gao	RGS4-Gao reg	RGS7-Gao
CCn1nc(C)c(/C=N/NC(=O)Cn2nnnc2N)c1C
    101.7	102.7	?
NS(=O)(=O)c1ccc(CNC(=S)NC2CCCCC2)cc1
    103.9	108.3	?
Cc1noc(C)c1S(=O)(=O)N(Cc1ccccc1)C(C)C
    100.2	95.1	?
CN(C)CCn1c(=O)n(-c2ccc(F)cc2)c(=O)c2c3c(sc21)CCCCC3
    103.9	97.9	?
CSc1nc2c(cc1C#N)CCC2
    101.4	96.5	?
Cc1nn(CC(=O)O)c(C)c1N
    100.8	102.1	?
CC1=NN(C(N)=S)C(C)(C)C1
    99.0	99.1	?
CCc1cc2c3c(c1)C(C)CC(C)(C)N3C(=O)/C2=C1\SC(=O)NC1=O (stereo unspecified)
    100.8	100.6	?
C[C@@]12CCC=C[C@H]1[C@H](c1ccc(/C=C/c3ccccc3)cc1F)N(Cc1ccccc1)C2=O
    99.5	98.7	?
Cc1ccccc1OCC(=O)Nc1ccc2c(c1)OCCO2
    102.3	103.9	?
COc1ccc2c3c1OC1CC(O)C=CC31CCN(C)C2 (stereo unspecified)
    95.1	91.7	?
CC(=O)c1ccc(Sc2ccccc2N)c([N+](=O)[O-])c1
    97.5	100.3	?
CSCC[C@H](NC(=O)OC(C)(C)C)C(=O)NCC1CCC(C(=O)O)CC1 (stereo partly specified)
    102.0	102.3	?
COc1ccc(CCN2C(=S)N(C)C(=O)C2CC(=O)Nc2ccc(F)cc2)cc1 (stereo unspecified)
    97.5	98.0	?
O=C(CSc1n[nH]c(=O)n1-c1cccnc1)N1CCOCC1
    99.4	97.5	?
CCOc1ccc2nc(NCCCNC(=O)c3cc(OC)c(OC)c(OC)c3)c(C#N)cc2c1
    102.7	99.4	?
COc1cc(/C=C(\NC(=O)c2ccccc2)C(=O)N2CC3CC(C2)c2cccc(=O)n2C3)cc(OC)c1OC (stereo unspecified)
    102.0	102.2	?
COc1cc(OC)c2ccc(=O)oc2c1C(CCN1CCCC(C)C1)c1ccc(N(C)C)cc1 (stereo unspecified)
    101.4	107.2	?
Cc1cccc2cc(/C=N/NC(=O)[C@H]3C[C@@H]3c3ccccc3)c(Cl)nc12
    99.5	102.9	?
CCN(CCn1cccn1)Cc1cn[nH]c1-c1cccc2ccccc12
    101.2	104.0	?
CC1CCN(c2c(NCC3CCC(C(=O)NCc4ccc(F)cc4)CC3)c(=O)c2=O)CC1 (stereo unspecified)
    100.5	96.7	?
Nc1ccc(-n2nc(C(F)(F)F)cc2C(F)(F)F)cc1
    90.9	74.6	?
COC(=O)c1sc(-c2cccs2)cc1N
    116.2	173.3*[activator]	?
Cc1cc(C)nc(SCc2cn3c(C)cc(C)nc3n2)n1
    99.5	92.1	?
CCOC(=O)C(C)Oc1cccc2c(=O)n(CC(=O)NCc3ccccc3)ccc12 (stereo unspecified)
    104.5	101.7	?
Cc1ccc(OCc2nnc(SCC(=O)Nc3ncc(C)s3)o2)cc1
    101.0	100.7	?
Cc1ccc(S(=O)(=O)NCCC(=O)OCC(=O)NC(=O)c2cccn2C)cc1
    98.9	100.8	?
Cc1onc(-c2ccccc2)c1-c1ccnn1C(=O)NC(C)C
    100.9	98.1	?
C/C(=N\Nc1ccc(C(=O)O)cc1)c1ccc(Br)cc1
    102.9	100.0	?
COc1ccc(CN2CCOCCOCCN(Cc3ccc(OC)cc3)CCOCCOCC2)cc1
    107.9	110.8	?

Copied from the list.
`COc1ccc2c3c1OC1CC(O)C=CC31CCN(C)C2` (stereo unspecified) | RGS4-Gao reg: 91.7
`Cc1ccc(OCc2nnc(SCC(=O)Nc3ncc(C)s3)o2)cc1` | RGS8-Gao: 101.0

RGS8-Gao, hit marks shown above
Results follow in this order: RGS8-Gao	RGS4-Gao reg	RGS7-Gao
O=C(Nc1cccc(C(F)(F)F)c1)Oc1ccc(Cl)c2cccnc12
    54.6*	26.2*	?

Following part
Results follow in this order: RGS8-Gao	RGS4-Gao reg	RGS7-Gao
CCOc1cc(CN2CCCC(CNC(=O)c3ccc(F)cc3)C2)ccc1OC (stereo unspecified)
    97.9	100.0	?
Cc1ccc(S(=O)(=O)NC(=O)N(C)C2CCCCC2)cc1
    99.3	99.6	?
Fc1ccc2[nH]c3c(c2c1)CN(C(=S)NCc1ccccc1)CC3
    97.9	94.8	?
COc1ccc(-n2c(C)nc(N)c2C(=O)c2ccccc2)cc1
    103.4	101.3	?
Cn1c(=O)c2c(=O)cc(N)[nH]c2n(C)c1=O
    77.3	97.2	?
Oc1ccc(CCc2n[nH]c(=S)n2-c2ccc(F)cc2)cc1
    96.6	95.0	?
NNC(=O)C(=O)Nc1ccc(O)cc1
    103.6	105.1	?
Cn1cccc1/C=C(\C#N)C(N)=S
    102.2	104.9	?
Cc1c(N2C(=O)/C(=C/C3CC=CCC3)SC2=S)c(=O)n(-c2ccccc2)n1C (stereo unspecified)
    103.1	105.7	?
CN(C)c1cccc2c1c(NC(=O)c1ccc(Cl)cc1)nn2C
    95.8	96.0	?
N#Cc1c(-c2ccc(F)cc2)c2c([nH]c1=O)-c1ccccc1OC2
    94.7	92.8	?
COc1ccc(Oc2ccc(-c3ccn[nH]3)cc2)cc1
    97.6	86.7	?
CCCc1c(-c2ccc(O)cc2)nn(-c2ccc(O)cc2)c1-c1ccc(O)cc1
    89.1	77.1	?
COc1ccc(/C=C2\CCCc3c2nc2ccc(C)cc2c3C(=O)O)cc1O
    93.5	87.4	?
Cn1c(Cn2c3ccccc3c3ccccc32)n[nH]c1=S
    98.2	103.3	?
CC(C)(C)c1ccc(/C=C2\Oc3c(ccc(O)c3CN3CCN(CCO)CC3)C2=O)cc1
    101.5	101.8	?
CN(C)S(=O)(=O)c1ccc(NC(=O)c2ccc3ncsc3c2)cc1
    99.9	101.3	?
CC(=O)c1nnn(-c2ccc(Cl)cc2C#N)c1C
    100.7	94.2	?
CCOP(=O)(OCC)/C(C#N)=C/c1cc(OC)ccc1OC
    99.0	101.4	?
Cc1ccc(CN(C)C(=O)c2ccc3c(c2)NC(=O)CS3)o1
    97.2	98.7	?
CC(/C=C1\SC(=S)N(NC(=O)c2ccncc2)C1=O)=C\c1ccccc1
    100.5	98.1	nt
Cc1cc(OCc2nc3ccccc3s2)ccc1N
    85.6	92.9	?
